RGS4-Gao reg: modulators of RGS4 binding to Galphao, primary screen, biochemical, multiplexed bead flow cytometry; Guanine nucleotide-binding protein G(o) subunit alpha (Homo sapiens), P09471; actives lie on both sides; binding response (% of control), % at 10 µM; 0.33% of 220,000 active; AID 1415, 2008; in the data active = binding response below about 49% or above about 150%; inactive = in between;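 note: fluorescent Galphao activated with aluminum fluoride binding bead-coupled RGS4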
Target sequence (P09471 whole entry, looked up): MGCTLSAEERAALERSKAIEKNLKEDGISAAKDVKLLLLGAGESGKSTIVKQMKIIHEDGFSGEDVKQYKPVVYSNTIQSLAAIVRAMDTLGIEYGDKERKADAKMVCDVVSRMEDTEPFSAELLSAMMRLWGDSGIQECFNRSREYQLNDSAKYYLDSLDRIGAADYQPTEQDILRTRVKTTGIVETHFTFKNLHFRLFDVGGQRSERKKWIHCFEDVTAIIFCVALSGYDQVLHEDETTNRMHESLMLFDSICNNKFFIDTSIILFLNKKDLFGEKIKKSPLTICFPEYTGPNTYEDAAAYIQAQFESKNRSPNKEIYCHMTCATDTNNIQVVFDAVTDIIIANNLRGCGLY
RGS7-Gao: RGS7-Galphao binding modulators, primary screen, biochemical, multiplexed bead flow cytometry. actives lie on both sides. binding response (% of control), % at 10 µM. 0.35% of 220,000 active. AID 1439, 2008; in the data active = binding response below about 49% or above about 150%; inconclusive = no clear call, values can overlap the other calls; inactive = in between;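 note: fluorescent Galphao held in activated GDP-AlF4 state binding bead-coupled RGS7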
ABCB1 inh: ABCB1 efflux pump inhibitors, primary screen, cell-based, multiplex, flow cytometry, ABCG2 counter-screen; ATP-dependent translocase ABCB1 (Homo sapiens), P08183; CCRF-Adr cells, JC-1 efflux; inhibition, % at 6.6 µM; 0.067% of 190,000 active; in the data active = inhibition above about 40%;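 note: 0% = vehicle and 100% = reference inhibitor; higher value means more JC-1 retained so stronger ABCB1 efflux block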
GSH bead fluor: compound fluorescence on glutathione beads, profiling panel, artefact control, biophysical, 488/530 nm, flow cytometry; GSH beads flow cytometry, compound fluorescence 488/530 nm; stronger effect = higher value; fluorescence (KMESF) at 10 µM; 0.25% of 190,000 active; in the data active = fluorescence above about 89;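 note: glutathione beads carrying GST-tagged Bcl family fusion proteins plus one bare bead set; values are compound well signal with DMSO vehicle wells as background; inactives centre near 16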
Mcl1-Bid inh: Mcl-1/Bid binding inhibitors, primary screen, biochemical, TR-FRET, 1536-well; inhibition, % at 21.7 µM; TR-FRET Mcl-1/Bid-Dy647 peptide binding; AID 1021, 2008; 0.97% of 220,000 active; Induced myeloid leukemia cell differentiation protein Mcl-1 (Homo sapiens), Q07820;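 active = compounds that cut the binding signal by more than half at the single screening dose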;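 note: His-tagged Mcl-1 with europium anti-His antibody binding Bid BH3 peptide; 0% = Mcl-1 plus peptide wells and 100% = peptide-only wells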
Target sequence (Q07820 whole entry, looked up): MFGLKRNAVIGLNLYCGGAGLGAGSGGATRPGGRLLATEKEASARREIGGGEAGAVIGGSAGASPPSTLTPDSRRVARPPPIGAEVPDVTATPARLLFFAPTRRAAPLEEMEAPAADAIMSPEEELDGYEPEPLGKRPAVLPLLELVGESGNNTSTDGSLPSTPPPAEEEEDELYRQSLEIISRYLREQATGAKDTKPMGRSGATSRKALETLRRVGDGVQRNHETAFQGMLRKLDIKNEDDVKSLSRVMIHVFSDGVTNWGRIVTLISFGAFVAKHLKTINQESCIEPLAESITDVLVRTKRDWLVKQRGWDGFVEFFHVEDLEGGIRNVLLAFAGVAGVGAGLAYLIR
Avidin fluor: green autofluorescence of compounds with avidin beads – biophysical, 488/530 nm, flow cytometry, artefact control, profiling panel; fluorescence (KMESF) at 10 µM; AID 1775, 2009; compound fluorescence 488/530 nm; stronger effect = higher value; 0.38% of 220,000 active; in the data active = fluorescence above about 47; note: inactives centre near 10
Pf gamet viab: late stage P. falciparum gametocyte viability inhibitors, primary screen, ATP luminescence, HTS; 0.065% of 150,000 active; P. falciparum stage V gametocytes, 24 h; AID 743093, 2013; inhibition, % at 10.9 µM;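 active = inhibition above the mean plus 3 SD of compounds within the control limits, set per campaign, cut at about 38% in these data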;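 note: 0% = DMSO wells and 100% = medium only without gametocytes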
Mcl1-Noxa inh: Mcl-1/Noxa binding inhibitors, primary screen, biochemical, TR-FRET, 1536-well. Induced myeloid leukemia cell differentiation protein Mcl-1 (Homo sapiens), Q07820. TR-FRET Mcl-1/Noxa peptide binding, 2 h. inhibition, % at 21.7 µM. AID 1022, 2008. 1.5% of 220,000 active;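 active = compounds that cut the protein-peptide binding signal by more than 50% relative to plate controls in a single-dose test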;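 note: His-tagged Mcl-1 with rhodamine Noxa BH3 peptide and terbium anti-His antibody; 0% = Mcl-1 plus Noxa peptide wells and 100% = peptide-only wells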
ABCG2 block: ABCG2 efflux pump inhibitors, primary screen, multiplex with ABCB1, IgMXP3 cells, flow cytometry. inhibition, % at 6.6 µM. AID 1325, 2008. JC-1 efflux. 0.1% of 190,000 active;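 active = inhibition above 80%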;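 note: 0% = DMSO and 100% = nicardipine control wells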
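Read-out basis: Efflux inhibition in percent versus controls | Test system: ABCG2 IgMXP3 and barcoded ABCB1 CCRF-Adr cell mix | Quantity: 3 million cells/mL in well | Schedule: 10 min at 25 °C | Control set: Nicardipine as high control, DMSO as low control | Reagent: JC-1 as fluorescent efflux pump substrate | Signal: Flow cytometry of retained JC-1 fluorescence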
RGS8-Gao: RGS8-Galphao binding modulators, primary screen, biochemical, multiplexed bead flow cytometry; 0.34% of 220,000 active; AID 1423, 2008; actives lie on both sides; response (percent of control binding), % at 10 µM; Guanine nucleotide-binding protein G(o) subunit alpha (Homo sapiens), P09471; in the data active = response below about 60% or above about 140%; inactive = in between;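 note: Galphao activated as the GDP aluminium fluoride complex binding bead-coupled RGS8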
Mcl-1 Bim block: inhibitors of Bim peptide binding to Mcl-1, primary screen, biochemical, bead-based flow cytometry, multiplex | Induced myeloid leukemia cell differentiation protein Mcl-1 (Homo sapiens), Q07820 | Bim peptide-Mcl-1 binding | inhibition, % at 10 µM | 0.1% of 190,000 active; in the data active = inhibition above about 40%;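 note: 0% = no compound tracer wells and 100% = peptide blocker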
* hit, by the source's call; ? = inconclusive; . = no result given.

SMILES	RGS4-Gao reg	RGS7-Gao	ABCB1 inh	GSH bead fluor	Mcl1-Bid inh	Avidin fluor	Pf gamet viab	Mcl1-Noxa inh	ABCG2 block	RGS8-Gao	Mcl-1 Bim block
Cc1nc2ccccc2c(=O)n1NC(=O)c1ccc([N+](=O)[O-])cc1Cl	99	98	1.2	18	11	16	22	12	4	106	9
CCn1ncc(/C=N\NC(=O)c2csc3ccccc23)c1C	100	97	0.8	22	3	34	.	-8	0	100	-8
COc1ccc(CC(=O)Oc2cc(C)[nH]c(=O)c2[N+](=O)[O-])cc1	88	93	0.2	12	7	10	-5	23	10	95	-8
COc1ccc(C2CC(c3ccccc3)=NN2C(=O)COC(=O)c2cc(S(=O)(=O)N3CCOCC3)ccc2Cl)cc1 (centres undefined)	96	100	0.9	6	-8	4	4	-15	-1	99	-2
Cc1ccc(NC(=O)c2cc(NC(=O)c3ccccc3C(=O)O)ccc2N2CCCCC2)cc1	103	106	0.0	11	-29	21	-5	43	0	103	-1
COCCCn1nnnc1SCC(=O)N1CCN(C(=O)c2ccco2)CC1	101	99	0.2	23	-20	13	.	-7	0	101	2
CCCN(Cc1ccco1)S(=O)(=O)c1ccc(OC)c(OC)c1	104	?	.	.	-14	6	-3	2	.	101	.
Clc1ncnc2scc(C3COc4ccccc4O3)c12 (centres undefined)	101	98	0.1	15	-11	7	-11	9	9	102	0
COc1ccc2c(c1)OC(c1ccccc1)(C(F)(F)F)NC2=O (centres undefined)	103	102	0.8	12	-6	12	8	11	13	99	-5
COC(=O)c1ccccc1NC(=O)Cn1cc(Br)cn1	99	99	0.1	50	-26	7	.	-5	1	102	-1
CCOC(=O)c1nc2ccccc2c(C)c1C	107	?	.	.	9	.	19	6	.	100	.
O=c1c2cnn(-c3ccccc3)c2ncn1Cc1ccccc1F	93	89	-3.1	24	-2	3	.	3	-4	94	-3
CCCn1c(SCC(=O)N2c3ccccc3Sc3ccccc32)nc2ccccc21	101	99	2.9	13	1	11	-31	-13	6	99	-2
O=C(O)c1ccc(Cl)c(S(=O)(=O)NCc2ccco2)c1	95	95	0.8	25	-2	8	.	17	4	92	-4
CCc1nc2c(n1O)CCc1nonc1-2	102	100	0.8	30	-5	22	12	0	16	103	-3
Cc1cccc(C(=O)NC2CC3CCCC(C2)N3S(=O)(=O)c2ccccc2)c1 (centres undefined)	92	98	5.3	24	-13	12	.	-30	64	95	-3
O=C(CSc1nnc(-c2n[nH]c3ccccc23)n1-c1ccccc1)Nc1cccc(Cl)c1	100	103	1.0	18	6	9	-17	-28	-1	100	-26
COc1ccc(C(=O)Nc2ccc3nc(N4CCCCC4)cc(C)c3c2)cc1OC	99	102	2.0	13	-7	13	.	30	1	102	-1
Cc1ccc(S(=O)(=O)N(C)CC(=O)OCC(=O)NC(c2ccccc2)c2ccccc2)cc1	99	95	0.3	14	-16	4	13	2	0	98	-4
COc1ccc(N2CCN(C(c3cccc(OC)c3OC)c3nnnn3C3CCCC3)CC2)cc1 (centres undefined)	98	99	1.4	48	-27	6	2	26	2	98	0
CCCNc1nc(Cl)nc(NCc2cccnc2)n1	102	?	.	.	-24	7	18	39	.	102	.
COc1ccccc1OCc1ccc(C(=O)NN)o1	104	?	.	.	-4	7	-13	-3	.	101	.
COCC(=O)NCc1ccc2c(c1)cc(C)n2C	97	100	1.1	23	-9	6	3	2	5	101	-2
COc1ccccc1C(=O)NCC(=O)OCc1ccc(Br)cc1	95	97	1.1	9	-5	3	-9	-4	5	98	7
CCCCCNC1=CC(=O)CC(c2ccccc2)C1 (centres undefined)	103	104	0.5	15	-43	8	16	0	9	102	0

Already shown: an excerpt of the list.
SMILES	RGS4-Gao reg	RGS7-Gao	ABCB1 inh	GSH bead fluor	Mcl1-Bid inh	Avidin fluor	Pf gamet viab	Mcl1-Noxa inh	ABCG2 block	RGS8-Gao	Mcl-1 Bim block
Cc1ccc(NC(=O)c2cc(NC(=O)c3ccccc3C(=O)O)ccc2N2CCCCC2)cc1	103	106	0.0	11	-29	21	-5	43	0	103	-1
COCCCn1nnnc1SCC(=O)N1CCN(C(=O)c2ccco2)CC1	101	99	0.2	23	-20	13	.	-7	0	101	2
CCCN(Cc1ccco1)S(=O)(=O)c1ccc(OC)c(OC)c1	104	?	.	.	-14	6	-3	2	.	101	.
Clc1ncnc2scc(C3COc4ccccc4O3)c12 (centres undefined)	101	98	0.1	15	-11	7	-11	9	9	102	0
COc1ccc2c(c1)OC(c1ccccc1)(C(F)(F)F)NC2=O (centres undefined)	103	102	0.8	12	-6	12	8	11	13	99	-5
COC(=O)c1ccccc1NC(=O)Cn1cc(Br)cn1	99	99	0.1	50	-26	7	.	-5	1	102	-1
CCOC(=O)c1nc2ccccc2c(C)c1C	107	?	.	.	9	.	19	6	.	100	.
O=c1c2cnn(-c3ccccc3)c2ncn1Cc1ccccc1F	93	89	-3.1	24	-2	3	.	3	-4	94	-3
CCCn1c(SCC(=O)N2c3ccccc3Sc3ccccc32)nc2ccccc21	101	99	2.9	13	1	11	-31	-13	6	99	-2
O=C(O)c1ccc(Cl)c(S(=O)(=O)NCc2ccco2)c1	95	95	0.8	25	-2	8	.	17	4	92	-4
CCc1nc2c(n1O)CCc1nonc1-2	102	100	0.8	30	-5	22	12	0	16	103	-3

Going on with the list:
SMILES	RGS4-Gao reg	RGS7-Gao	ABCB1 inh	GSH bead fluor	Mcl1-Bid inh	Avidin fluor	Pf gamet viab	Mcl1-Noxa inh	ABCG2 block	RGS8-Gao	Mcl-1 Bim block
Cc1onc(-c2ccccc2Cl)c1C(=O)NCc1cccs1	101	102	1.5	22	-8	17	.	-1	5	103	-1
COc1ccc(-c2csc(NC(=O)CC(C)C)n2)cc1	88	95	0.1	15	-2	4	.	5	0	97	0
Cc1cccc(NC(=S)N(Cc2ccco2)C(C)c2cccs2)c1 (centres undefined)	99	97	0.5	23	-18	10	8	-1	10	101	0
COc1ccc(CCNC(=O)c2ccc(-c3ccc([N+](=O)[O-])cc3Cl)o2)cc1	96	95	1.0	18	-19	14	13	-12	27	98	-4
O=C(NC1CC1)C1=COCCO1	97	97	0.6	53	-41	8	-12	3	0	98	-158
Cc1cc(=O)oc(C)c1C(=O)NCCc1ccccc1	89	89	0.1	15	-30	7	.	11	7	93	-2
CCn1c(SCC(=O)Nc2sc(C)c(C)c2C#N)nnc1C1CC1	99	?	.	.	-78	7	-8	29	.	97	.
Nc1nccnc1C(=O)N/N=C/c1ccco1	102	?	.	.	-26	8	-25	25	.	100	.
Cc1cccc(NS(=O)(=O)c2ccc3c(c2)NC(=O)CC(=O)N3)c1	101	101	0.3	27	-12	27	-9	9	0	108	1
CCc1ncc(C(=O)c2ccc(OC)cc2)n1C	100	99	0.5	22	-3	36	19	2	1	100	-1
CCCCOc1ccc2c(C)cc(=O)oc2c1OCCCC	105	105	0.8	16	0	6	-10	-4	47	106	-1
COc1ccc(-c2cc(N)n(S(=O)(=O)c3ccc(C)cc3)n2)c(OC)c1	95	95	0.2	29	-8	7	.	7	0	101	1
CC(C)C(=O)N(c1ccc(F)cc1)C1C=CS(=O)(=O)C1 (centres undefined)	100	103	-0.1	22	-9	26	.	19	0	117	0
O=S(=O)(Nc1ccncc1)c1ccc(Cl)cc1	101	103	0.2	25	10	37	11	16	3	102	0
C=CCn1c(SCC(=O)NCc2ccc3c(c2)OCO3)nc2scc(-c3ccc(F)cc3)c2c1=O	100	102	1.6	12	-4	16	34	-66	3	102	-2
Cc1nc2c(=O)n(-c3ccc(F)cc3F)nc(C)c2s1	100	?	.	.	-9	6	7	-10	.	102	.
COc1ccc(NC(=O)Cn2nc([N+](=O)[O-])c(Cl)c2C)cc1OC	91	?	.	.	-13	6	6	-6	.	92	.
CCOc1cc(/C=C2\SC(=N)N(c3nccs3)C2=O)ccc1OCCN1CCOCC1	101	97	0.8	14	-83	7	12	-14	2	102	-4
Cc1ccccc1OCC(=O)Nc1ccc2oc(=O)ccc2c1	100	96	1.3	12	-30	5	6	3	9	100	1
O=C(O)c1ccc(S(=O)(=O)N2CCC(c3nc(-c4ccccc4Cl)no3)CC2)cc1	102	97	0.0	26	-15	6	-27	3	0	101	-4
Cc1ccccc1-c1nnc(-c2ccccc2C)o1	94	97	-0.1	15	-1	4	.	4	4	80	-5
CCc1cccc(NC(=O)COc2ccccc2)c1	104	101	0.1	16	16	8	-17	1	1	102	21
O=C(COC(=O)c1ccccc1Br)Nc1ccc(F)cc1	99	99	1.2	18	-18	13	10	11	10	102	0
COc1cccc(C2c3[nH]c4ccccc4c3CCN2Cc2cnn(C)c2)c1 (centres undefined)	113	?	.	.	-40	12	13	1	.	97	.
Cc1ccc(/C=C/C(=O)c2c(C)cc(C)[nH]c2=O)cc1	103	104	0.2	22	14	41	.	21	0	102	-7

The list goes on:
SMILES	RGS4-Gao reg	RGS7-Gao	ABCB1 inh	GSH bead fluor	Mcl1-Bid inh	Avidin fluor	Pf gamet viab	Mcl1-Noxa inh	ABCG2 block	RGS8-Gao	Mcl-1 Bim block
c1ccc2c(c1)OCCOCCOCCOCCOCCOc1ccccc1OCCOCCOCCO2	102	100	1.2	9	-26	3	.	9	-2	103	0
O=[N+]([O-])c1nn(-c2ccc3c(c2)OCCO3)n(O)c1=NC1CCCC1	103	101	1.9	24	-33	11	-15	-6	23	100	-2
C=CCn1c(SCc2c(F)c(F)c(F)c(F)c2F)nc(O)cc1=O	94	93	0.3	5	-57	3	.	1	0	96	-6
O=C(NCc1ccon1)c1ccc(OC2CCN(CCc3ccccc3)CC2)cc1	105	105	0.1	13	-18	12	3	4	0	104	0
O=C(Nc1ccccc1)c1cn2ccccc2n1	88	?	.	.	-17	3	19	-53	.	93	.
O=C(COC(=O)CC12CC3CC(CC(C3)C1)C2)Nc1cccnc1Cl	107	104	-0.2	10	13	10	-20	2	12	106	-2
CC(C)CNC(=O)COc1ncnc2sccc12	107	?	0.8	16	-20	12	-4	19	1	105	-1
COc1ccc(N2C(=O)CSCC2=O)cc1OC	99	?	1.9	12	-21	13	3	9	5	99	0

Screening results: PubChem BioAssay, several laboratories
